core dimer inh: inhibitors of HCV core protein dimerization, primary screen, biochemical, TR-FRET, high-throughput | TR-FRET GST/Flag-core106 dimerization, 1536-well | inhibition, % at 5 µM | hit rate 0.33% among 300,000 | AID 1899, 2009;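 active means inhibition above the mean of all tested compounds plus 3 SD, set per screening campaign, cut at about 45% in these data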
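Material: GST/Flag-tagged HCV core106 proteins. Incubation: 4 h, 22.5 °C incubation. Read-out basis: inhibition (%) from 671 over 617 nm ratio. Measured by: TR-FRET, excitation 340 nm, emission 617 and 671 nm.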
JMJD2C inh: inhibitors of GASC-1 histone demethylase, primary screen, biochemical, fluorescence, DELFIA europium; Lysine-specific demethylase 4C (Homo sapiens), Q9H3R0; GST-JMJD2C(1-420) H3K9me3 demethylation; inhibition, % at 2.35 µM; hit rate 0.069% among 330,000; AID 2099, 2009;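 active means more than half of a compound's replicate wells show inhibition beyond 50%, single wells judged on their own value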;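 further: signal counts dimethyl H3K9 product captured on neutravidin plate; 0% = median of DMSO wells and 100% = 0.3 times that DMSO median; strong numbers were not always called active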
Efflux pump inh: inhibitors of Candida efflux pumps in yeast, primary screen, S. cerevisiae, Nile Red, multiplex. S. cerevisiae Candida pump triplex. inhibition, % at 10 µM. hit rate 0.44% among 330,000. AID 485275, 2010;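 active means plate passing quality check with inhibition over a set limit, or well fluorescence over plate mean plus 4 SD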;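 further: Nile Red retained in pooled yeast measured as flow cytometry median fluorescence; 0% = buffer negative control and 100% = Enniatin B positive control; higher means more Nile Red kept so more efflux inhibition; some compounds called inactive have numbers as strong as hits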
PP5 primary: PP5 phosphatase inhibitors, primary screen, biochemical, fluorescence; purified PP5c, OMFP substrate fluorescence; AID 1987, 2009; Serine/threonine-protein phosphatase 5 (Homo sapiens), P53041; inhibition, % at 6.7 µM; hit rate 0.18% among 320,000;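 active means inhibition above the campaign's mean inhibition across all tested compounds plus 3 SD, cut at about 9.5% in these data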;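 further: 0% = DMSO only and 100% = 100 µM cantharidin control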
Target sequence (P53041 whole entry, looked up): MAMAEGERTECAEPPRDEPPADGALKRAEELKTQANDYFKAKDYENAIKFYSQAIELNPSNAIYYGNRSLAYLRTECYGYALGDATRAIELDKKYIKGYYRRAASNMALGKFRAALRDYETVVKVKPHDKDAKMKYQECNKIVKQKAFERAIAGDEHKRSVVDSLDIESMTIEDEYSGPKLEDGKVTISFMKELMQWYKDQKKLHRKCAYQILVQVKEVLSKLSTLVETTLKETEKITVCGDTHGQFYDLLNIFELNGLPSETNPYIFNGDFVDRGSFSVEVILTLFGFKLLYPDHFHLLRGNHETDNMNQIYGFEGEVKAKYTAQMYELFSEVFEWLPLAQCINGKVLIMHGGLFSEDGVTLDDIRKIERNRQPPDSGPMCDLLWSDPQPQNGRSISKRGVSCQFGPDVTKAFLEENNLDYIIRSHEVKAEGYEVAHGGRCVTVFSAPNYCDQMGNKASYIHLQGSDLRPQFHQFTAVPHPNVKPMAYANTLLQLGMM
CTSL1 counter: Fasciola hepatica cathepsin L1 inhibitors, primary screen, counter-screen for PFM18AAP inhibitor project, biochemical, QFRET, fluorogenic peptide substrate. recombinant F. hepatica cathepsin L1, Z-Leu-Arg-MCA fluorescence. inhibition, % at 5.96 µM. hit rate 0.49% among 300,000;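 active means inhibition above the mean of all tested compounds plus 3 SD, set per screening campaign, cut at about 17% in these data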;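 further: 0% = plate median of test compound wells and 100% = 1 µM Z-Phe-Ala-diazomethylketone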
proCasp3 act: activators of human procaspase-3 D3A mutant, primary screen, biochemical, absorbance, PC-3 D3A mutant, single concentration; activation, % at 8.5 µM; hit rate 0.11% among 330,000; recombinant procaspase-3 D3A, Ac-DEVD-pNA absorbance 405 nm; Caspase-3 (Homo sapiens), P42574;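 active means activation above the mean of all tested compounds plus 3 SD, cut at about 21% in these data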;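 further: 0% = DMSO alone and 100% = DMSO wells spiked with extra 5 µM PC-3 D3A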
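Assay system: Autoprocessing-dead procaspase-3 D3A mutant enzyme; also added: Ac-DEVD-pNA; doses: one concentration, 8.5 µM nominal, 0.8% DMSO; times: 1 h compound preincubation, 2 h substrate hydrolysis at 25 °C; technique: 405 nm absorbance of p-nitroaniline, reads at 0 and 120 min; measure: % activation between DMSO and enzyme-spiked controls; repeats: single replicate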
procasp7 counter: procaspase-7 activators, primary screen, counter-screen for procaspase-3 activator project, biochemical, absorbance, HTS, human. hit rate 0.093% among 330,000. AID 463210, 2010. activation, % at 8.5 µM. recombinant procaspase-7, Ac-DEVD-pNA absorbance 405 nm; D23A/D198A/D206A triple mutant, cannot self-cleave; scale: DMSO 0, 5 µM enzyme 100. Caspase-7 (Homo sapiens), P55210;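 active means percent activation above the screen-wide mean plus 3 SD, cut at about 25% in these data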
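Assay system: Uncleavable procaspase-7 mutant enzyme; Input: 2 µM procaspase-7 mutant as dispensed; Also added: DEVD-pNA substrate; Medium: Zinc-free HEPES pH 7.4 with 300 mM NaCl, 0.01% Triton X-100; Timing: 1 h compound preincubation, 2 h substrate cleavage, 25 °C; Measured by: Epi-absorbance of released pNA at 405 nm, two timepoints.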
TPT1 inhibitor: Candida albicans TPT1 enzyme inhibitors, primary screen, biochemical, fluorescence polarization | inhibition, % at 5 µM | tRNA 2'-phosphotransferase TPT1 (Candida albicans SC5314) | recombinant caTPT1, FP RNA substrate dephosphorylation | AID 1962, 2009 | hit rate 0.81% among 300,000;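 active means inhibition above the mean of all tested compounds plus 3 SD, set per screening campaign, cut at about 24% in these data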;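 further: plate controls were DMSO alone for no effect and ferristatin control at 100 nM for full effect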
PP1 counter: PP1-alpha phosphatase inhibitors, primary screen, counter-screen for PP5 inhibitor project, biochemical, fluorescence, OMFP substrate, single point; inhibition, % at 6.7 µM; hit rate 0.9% among 320,000; purified PP1alpha; AID 2235, 2010; Serine/threonine-protein phosphatase PP1-alpha catalytic subunit (Homo sapiens), P62136;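 active means inhibition above the mean inhibition of all tested compounds plus 3 SD, computed separately for each screening campaign, cut at about 15% in these data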
Target sequence (P62136 whole entry, looked up): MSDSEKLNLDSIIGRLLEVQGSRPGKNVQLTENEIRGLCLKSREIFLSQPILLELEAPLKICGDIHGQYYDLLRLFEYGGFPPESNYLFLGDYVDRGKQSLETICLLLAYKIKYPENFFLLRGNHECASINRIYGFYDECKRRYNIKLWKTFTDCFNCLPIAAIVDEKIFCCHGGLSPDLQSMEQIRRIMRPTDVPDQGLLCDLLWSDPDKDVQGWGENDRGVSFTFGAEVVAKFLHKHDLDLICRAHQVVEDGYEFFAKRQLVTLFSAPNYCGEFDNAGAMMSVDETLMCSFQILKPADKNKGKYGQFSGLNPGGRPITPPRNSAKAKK
Numbers without * were called inactive; · = not tested or not shown.

SMILES	core dimer inh	JMJD2C inh	Efflux pump inh	PP5 primary	CTSL1 counter	proCasp3 act	procasp7 counter	TPT1 inhibitor	PP1 counter
O=C(CN1CCN(Cc2ccccc2Cl)CC1)N/N=C/c1ccco1	-2.3	-3.5	-0.1	-0.4	-1.5	3.5	8.4	-1.3	1.6
CCOc1ccc(S(=O)(=O)N2CCC(C(=O)NCc3ccco3)CC2)cc1	3.3	16.8	-0.1	2.4	-2.8	-1.7	-7.4	0.2	-4.7
Cc1ccc(S(=O)(=O)NCCCC(=O)N2CCC(C)CC2)cc1	4.2	-2.7	0.0	1.9	-3.3	-1.2	-1.5	0.6	-1.3
Cc1ccc2nc(N=C(N)N)nc(C)c2c1	-4.6	22.5	-0.2	-0.3	4.4	1.5	-6.7	1.7	-5.0
Cc1oc(-c2ccc3c(c2)OCCO3)cc1C(=O)NC(Cc1ccccc1)C(=O)O (stereo unspecified)	4.1	6.7	0.0	2.1	2.0	-2.7	6.4	2.0	1.1
COC(=O)c1cccc(NC(=O)c2cc(OC)c(OC)c(OC)c2Br)c1	-1.5	-3.8	0.1	1.8	-0.4	-6.9	10.6	1.2	-2.2
O=C1NC2(CCCCCC2)Cc2ccccc21	0.5	3.8	0.0	0.4	-2.5	4.3	2.7	1.6	2.2
CCn1nc(C)c(CN2CCC(C(=O)Nc3cccc(-c4cccc(F)c4)c3)CC2)c1C	-8.7	-8.7	0.1	-1.5	11.3	7.7	-3.7	2.5	-8.2
CCN(CC)S(=O)(=O)c1ccc2c(c1)nc(SCC(N)=O)n2-c1ccc(OC)cc1	10.0	-5.5	0.6	5.9	-2.7	-4.0	11.4	2.3	-2.4
COc1ccc2[nH]c(CN3CCN(CCC(C)C)C(CCO)C3)c(C)c2c1 (stereo unspecified)	1.2	-6.1	-0.2	-2.0	0.5	-1.9	-1.2	1.1	-3.7
CC(C)(C)OC(=O)COc1cc(F)ccc1[N+](=O)[O-]	0.2	22.8	-0.1	1.2	1.1	3.2	5.9	-1.6	5.9
Cc1ccc(S(=O)(=O)N(C(=O)c2ccncc2)c2ccc(OC(=O)c3ccncc3)cc2)c(C)c1	5.2	-10.6	-0.1	-2.4	-5.0	-5.8	-1.6	0.9	2.5
CCOCCCNC(=O)C1CCCN(S(=O)(=O)CC)C1 (stereo unspecified)	-4.9	-3.9	-0.2	1.0	-2.2	1.1	-5.5	-2.9	-1.1
CN1CCN(c2nc3c(c(=O)[nH]c(=O)n3C)n2CCCSc2nnnn2-c2ccccc2)CC1	-1.1	43.2	0.0	4.2	3.3	4.9	0.2	-0.3	3.5
O=C1CC2C(=O)NCCN2C(=NC(=O)c2ccccc2)N1 (stereo unspecified)	-6.0	30.9	-0.1	-2.1	-0.4	-6.3	3.9	0.0	-3.5
CCOC(=O)c1c(-c2cccc([N+](=O)[O-])c2)csc1NC(=O)CCCOc1ccccc1	-2.8	3.2	-0.3	-0.6	-4.7	7.5	-2.5	4.4	7.7
CCOc1ccccc1C1CC(=O)NC2=C1C(=O)CCC2 (stereo unspecified)	-2.1	-6.7	-0.2	2.2	0.8	6.7	-0.7	-6.5	-1.7
COc1ccc(Oc2c(C)oc3c(CN4CCOCC4)c(O)ccc3c2=O)cc1	-4.4	6.5	0.0	-3.1	1.2	-0.1	4.7	2.5	-4.2
CCOC(=O)/C(=C/C=C1\Sc2ccccc2N1CC)C(C)=O	-34.0	-7.4	0.0	4.6	7.5	-18.6	-19.5	174.4*	6.4
Cc1ccc2nc(SCC(=O)NCC3CCCO3)c(C#N)cc2c1 (stereo unspecified)	0.6	3.0	0.1	3.0	0.3	-1.9	-10.9	-8.5	3.1

Ordered by formula weight (falling): some entries from above.
SMILES	core dimer inh	JMJD2C inh	Efflux pump inh	PP5 primary	CTSL1 counter	proCasp3 act	procasp7 counter	TPT1 inhibitor	PP1 counter
CCOC(=O)c1c(-c2cccc([N+](=O)[O-])c2)csc1NC(=O)CCCOc1ccccc1	-2.8	3.2	-0.3	-0.6	-4.7	7.5	-2.5	4.4	7.7
Cc1oc(-c2ccc3c(c2)OCCO3)cc1C(=O)NC(Cc1ccccc1)C(=O)O (stereo unspecified)	4.1	6.7	0.0	2.1	2.0	-2.7	6.4	2.0	1.1
COc1ccc2[nH]c(CN3CCN(CCC(C)C)C(CCO)C3)c(C)c2c1 (stereo unspecified)	1.2	-6.1	-0.2	-2.0	0.5	-1.9	-1.2	1.1	-3.7
O=C(CN1CCN(Cc2ccccc2Cl)CC1)N/N=C/c1ccco1	-2.3	-3.5	-0.1	-0.4	-1.5	3.5	8.4	-1.3	1.6
Cc1ccc2nc(SCC(=O)NCC3CCCO3)c(C#N)cc2c1 (stereo unspecified)	0.6	3.0	0.1	3.0	0.3	-1.9	-10.9	-8.5	3.1
CCOCCCNC(=O)C1CCCN(S(=O)(=O)CC)C1 (stereo unspecified)	-4.9	-3.9	-0.2	1.0	-2.2	1.1	-5.5	-2.9	-1.1
CCOc1ccccc1C1CC(=O)NC2=C1C(=O)CCC2 (stereo unspecified)	-2.1	-6.7	-0.2	2.2	0.8	6.7	-0.7	-6.5	-1.7
CC(C)(C)OC(=O)COc1cc(F)ccc1[N+](=O)[O-]	0.2	22.8	-0.1	1.2	1.1	3.2	5.9	-1.6	5.9

Continued.
SMILES	core dimer inh	JMJD2C inh	Efflux pump inh	PP5 primary	CTSL1 counter	proCasp3 act	procasp7 counter	TPT1 inhibitor	PP1 counter
Cc1cc(C)cc(-c2nc(-c3ccncc3)no2)c1	-1.5	-0.1	-0.2	5.7	6.4	5.0	-13.5	-3.2	-1.8
Cc1ccc(-c2noc(-c3cc4ccccc4oc3=O)n2)cc1	18.8	2.0	0.3	2.2	-1.9	-1.1	6.8	-5.1	-2.3
CCOC(=O)C1CCCN(C(=O)CN2C(=O)c3ccccc3S2(=O)=O)C1 (stereo unspecified)	·	0.0	0.1	·	·	9.5	11.2	·	·
Cc1ccccc1CNC(=O)/C=C\C(=O)O	-7.6	1.3	0.1	0.4	-2.9	-7.8	10.6	2.4	2.3
COc1ccc(NC(=O)CC2C(=O)N(c3ccc(OC)cc3)C(=O)N2C(C)C)cc1 (stereo unspecified)	3.2	0.0	-0.3	3.0	-0.8	-2.6	-3.4	0.1	-2.0
CC(=O)c1ccc(OCC(C)C)c(CC(C(N)=O)C(N)=O)c1	-0.6	8.1	0.0	-0.3	7.8	0.2	-1.5	-1.5	-0.9
CCCOc1cccc(C2C(C(=O)c3cccs3)=C(O)C(=O)N2CCN2CCOCC2)c1 (stereo unspecified)	1.7	-0.8	0.0	0.4	-2.4	-9.2	-24.8	-4.2	0.0
CC(=O)c1ccc(NC(=S)NCCc2ccc(S(N)(=O)=O)cc2)cc1	1.3	-6.9	0.1	0.1	0.1	2.4	13.9	0.7	-2.8
CCOC(=O)CCP(=O)(O)C(O)(c1ccccc1)c1ccccc1	-4.0	-17.3	0.4	-1.1	0.7	-5.1	-10.0	-0.5	-0.5
CCc1ccccc1NC(=O)N1CCC(NC(=O)C(Cc2ccc(OC)c(OC)c2)NC(C)=O)CC1 (stereo unspecified)	-1.6	0.0	-0.3	1.5	-1.1	11.6	-3.1	-1.1	2.5
Cc1cccc2cc(CN(Cc3ccc(F)cc3)C(=O)N(C)C)c3nnnn3c12	11.8	3.1	0.1	3.8	3.3	0.9	1.4	1.5	-1.0
COc1cc(SC)ccc1C(=O)Nc1ncc(Cl)cc1Cl	-4.1	2.6	0.1	2.9	2.6	-4.7	-1.1	0.9	6.9
O=C(NC1CC2CCCC(C1)N2Cc1ccccc1)C1CCCCC1 (stereo unspecified)	0.5	1.1	0.1	-1.2	-0.1	10.5	14.2	-0.4	1.0
Nc1ccc(S(=O)(=O)NCC(=O)OCCOc2ccccc2)cc1[N+](=O)[O-]	3.2	0.1	-0.2	0.2	-18.1	0.3	5.4	-1.3	-4.9
CC1(C)CC(=O)C=C(NC2CCCC(O)C2)C1 (stereo unspecified)	-2.7	-4.2	0.1	2.8	-0.9	13.0	1.9	-1.4	-3.8
COc1ccc(CCNCc2csc3nc4ccccc4n23)cc1OC	-6.7	-34.6	-0.1	2.3	-0.8	-4.8	-6.4	-10.7	-0.4
Cc1ccc(C2(C)NC(=O)N(CC(=O)c3ccc(Cl)s3)C2=O)cc1 (stereo unspecified)	40.5	2.9	-0.1	4.2	-0.5	-1.8	-1.3	4.9	-1.0
Cc1nc2ccccc2c2oc(C(=O)NCC3COc4ccccc4O3)cc12 (stereo unspecified)	6.5	4.8	0.6	4.0	-3.2	5.4	-1.0	4.7	-3.2
O=C(c1ccc(N2CCCCC2)c([N+](=O)[O-])c1)N1CCN(S(=O)(=O)c2ccccc2)CC1	7.9	10.9	0.0	-0.2	-2.1	-4.0	8.4	-1.3	-2.4
O=C1c2ccccc2NC(c2cccnc2)N1c1ccccc1F (stereo unspecified)	-12.5	0.0	-0.1	1.9	0.7	5.8	-3.3	-3.6	10.8
Cc1cccc(NC(=S)N2CCC(c3nc4ccccc4o3)CC2)c1	5.9	5.1	-0.4	3.1	-3.9	2.8	1.7	1.7	-4.1
Cc1oc(C(C)(C)C)cc1C(=O)Nc1cccc(C(=O)O)c1	3.6	-23.1	0.1	1.6	-1.0	-2.3	3.8	-4.4	-6.4
COc1ccccc1CNC(=O)[C@H](C)NC(=O)C1CCN(C(=O)[C@@H](N)Cc2ccccc2)CC1	-9.4	·	0.1	6.4	-4.8	17.4	2.3	0.0	-4.7
COC(=O)CC1=NN(c2ccc(OC)cc2)C(=O)/C1=C\c1ccc(Cl)cc1	11.3	4.5	0.0	1.1	-2.5	2.6	-12.8	0.2	0.6

Bioassay records (PubChem BioAssay)
